14-3-3 PPI = modulators of human 14-3-3 gamma - Raf peptide interaction. inhibition, % at 40 µM. P61981. AID 422. FP, 14-3-3gamma / TMR-pS259-Raf peptide binding. 160,000 compounds, 0.19% hits; in the data active means inhibition above about 30%;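 further: 0% = protein plus tracer without compound and 100% = blank with tracer alone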
Target sequence (P61981 whole entry, looked up): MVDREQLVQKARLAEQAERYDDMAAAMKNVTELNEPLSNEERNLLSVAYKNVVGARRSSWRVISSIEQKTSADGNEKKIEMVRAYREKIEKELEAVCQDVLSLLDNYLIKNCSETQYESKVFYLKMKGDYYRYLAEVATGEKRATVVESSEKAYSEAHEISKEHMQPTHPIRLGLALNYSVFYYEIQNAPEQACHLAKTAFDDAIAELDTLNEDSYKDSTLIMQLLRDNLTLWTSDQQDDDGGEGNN
An asterisk follows results filed as active; & = joins results of further samples. The list is partial; the hit share may differ from the screen's.

14-3-3 PPI	SMILES
8	CC1(C)NC(=O)N(CC(O)COc2cc3ccccc3cc2C(=O)N2CCCCC2)C1=O (stereo not drawn)
-20	Cc1cc(C)c(C)c(C(=O)c2ccc(Cl)cc2)c1C
3	COc1cc2c(cc1OC)C(C(=O)N1CCC(Cc3ccccc3)CC1)C(c1cccs1)N(C)C2=O (stereo not drawn)
1	COC(=O)c1ccc2c(c1)C(=O)N(c1ccc(C(=O)OCCC(C)C)cc1)C2=O
-29	COc1ccccc1-n1c(SCC(=O)Nc2nc3ccc(C)cc3s2)nc2c(c1=O)SCC2
-28	O=C(c1ccco1)N1CCN(C(=O)c2cccn3c(=O)c4cc(Cl)ccc4nc23)CC1
-7	Cc1c(NC(=O)CN(c2cc(C(F)(F)F)ccc2Cl)S(=O)(=O)c2ccccc2)c(=O)n(-c2ccccc2)n1C
-8	O=[N+]([O-])c1ccc2nonc2c1N1CCOCC1
-36	Cc1ccc(S(=O)(=O)NCCC(=O)Oc2cc3oc(=O)cc(CCl)c3cc2Cl)cc1
-11	COc1ccc(-c2csc(NCc3ccco3)n2)cc1C
-6	Cn1c(=NC(=O)c2ccc3c(c2)OCCO3)sc2c3ccccc3ccc21
-4	COc1ccccc1C1C(C(C)=O)=C(O)C(=O)N1Cc1ccco1 (stereo not drawn)
-3	CN(C)c1ccc(-c2nnn(CC(=O)N3c4ccccc4CCc4ccccc43)n2)cc1
-9	CCC(C)NC(=O)CSC1=Nc2ccccc2C2=NC(c3ccccc3)C(=O)N12 (stereo not drawn)
-4	CCOC(=O)c1cnc2c(-c3ccc(Cl)cc3)c(C)nn2c1C
-2	CC(=O)Nc1nc2c(s1)C(=O)CC(c1ccccc1)C2 (stereo not drawn)
-319	CCc1ccc(S(=O)(=O)N=C2C=C(NS(=O)(=O)c3ccccc3)C(=O)c3ccccc32)cc1
0	CC1CCCN(c2nc3ccccc3nc2C(C#N)C(=O)OC2CCCCC2)C1 (stereo not drawn)
-1	CCN(CC)C(=O)C1CCCN(Cc2ccccc2F)C1 (stereo not drawn)
-24	CCCOC(=O)C1=C(C)NC2(O)c3ccccc3C(=O)C12O (stereo not drawn)
-1	Cc1nc(N)nc(C)c1Cc1ccccc1
5	Cc1ccc(N(CC(=O)N2CCN(C3CCCCC3)CC2)S(=O)(=O)c2cccnc2)cc1
-3	CCN(CC)c1ncnc2sc(C(=O)N3CCCC3)c(C)c12
-5&-9	Oc1ccccc1C1Nc2cccc3cccc(c23)N1
1	COc1ccc(-c2cn(-c3ccc(OC)cc3)c(SCC(=O)Nc3ccc(C)cc3)n2)cc1
-2	Nc1nnc(-c2ccccc2O)s1
-13	O=C(Cn1c2ccccc2c(=O)c2ccccc21)Nc1ccc(Br)cn1
-6	COc1ccc(C(=O)Nc2nc3c(C)cccc3s2)cc1
-7	COc1ccccc1NC(=O)c1cc2c(=O)[nH]c3ccccc3c2s1
-2	COCCNC(=O)c1cnn2c1NC(c1ccc(Br)cc1)CC2C(F)(F)F (stereo not drawn)

Part of the list above, in markdown.
| molecule | 14-3-3 PPI |
| --- | --- |
| CC(=O)Nc1nc2c(s1)C(=O)CC(c1ccccc1)C2 (stereo not drawn) | -2 |
| CCc1ccc(S(=O)(=O)N=C2C=C(NS(=O)(=O)c3ccccc3)C(=O)c3ccccc32)cc1 | -319 |
| CC1CCCN(c2nc3ccccc3nc2C(C#N)C(=O)OC2CCCCC2)C1 (stereo not drawn) | 0 |
| CCN(CC)C(=O)C1CCCN(Cc2ccccc2F)C1 (stereo not drawn) | -1 |
| CCCOC(=O)C1=C(C)NC2(O)c3ccccc3C(=O)C12O (stereo not drawn) | -24 |
| Cc1nc(N)nc(C)c1Cc1ccccc1 | -1 |
| Cc1ccc(N(CC(=O)N2CCN(C3CCCCC3)CC2)S(=O)(=O)c2cccnc2)cc1 | 5 |
| CCN(CC)c1ncnc2sc(C(=O)N3CCCC3)c(C)c12 | -3 |
| Oc1ccccc1C1Nc2cccc3cccc(c23)N1 | -5&-9 |
| COc1ccc(-c2cn(-c3ccc(OC)cc3)c(SCC(=O)Nc3ccc(C)cc3)n2)cc1 | 1 |
| Nc1nnc(-c2ccccc2O)s1 | -2 |
| O=C(Cn1c2ccccc2c(=O)c2ccccc21)Nc1ccc(Br)cn1 | -13 |
| COc1ccc(C(=O)Nc2nc3c(C)cccc3s2)cc1 | -6 |
| COc1ccccc1NC(=O)c1cc2c(=O)[nH]c3ccccc3c2s1 | -7 |
| COCCNC(=O)c1cnn2c1NC(c1ccc(Br)cc1)CC2C(F)(F)F (stereo not drawn) | -2 |

Next section
14-3-3 PPI	SMILES
-3	CCOC(=O)c1cc(CC)sc1NC(=O)c1ccc2c(c1)OCO2
-7	CC(=O)N1CCN(c2nc(-c3ccccc3Cl)c3cc(Br)ccc3n2)CC1
5	CCNCC1Cc2ccccc2O1 (stereo not drawn)
-31	O=C(Cn1c2ccccc2c(=O)c2cc([N+](=O)[O-])ccc21)Nc1ccc(Cl)cc1
-9	O=C(Nc1cccc2ccccc12)C1CCN(S(=O)(=O)c2ccccc2)CC1
7	Cc1ccc2nc(NC(=O)c3ccc(C)c([N+](=O)[O-])c3)sc2c1
-2	O=C(CSc1nnc2ccccn12)NC(=O)NC1CCCC1
-9	O=C(NCCc1ccccc1)c1c[nH]c2ccc(S(=O)(=O)Nc3cccc(C(F)(F)F)c3)cc2c1=O
-5	C=CCN1C(=O)C(CC(=O)O)SC1=Nc1c(C)n(C)n(-c2ccccc2)c1=O (stereo not drawn)
-2	CCn1c(SCC(=O)Nc2ccccc2N2CCOCC2)nnc1-c1ccccc1
3	CCOc1ccc(C2C3=C(CC(C)(C)CC3=O)OC3=C2C(=O)CC(C)(C)C3)cc1
0	Cc1ccc(C2CC(c3ccc(C)cc3)n3ncnc3N2)cc1 (stereo not drawn)
-1	O=C(O)C1C2C=CC(C2)C1C(=O)Nc1ccccc1O (stereo not drawn)
14	COc1ccc(C(=O)Nc2ccc(NC(=O)c3ccco3)c(Cl)c2)cc1Br
-2	COc1ccc(OC)c(-c2nc(C(N)=O)c3[nH]c(=O)n(-c4ccc(F)cc4)c3n2)c1
0	O=c1oc2ccccc2n1CCCCCn1c(=O)oc2ccccc21
-3	O=C(CSc1ccc2nnc(-c3ccc(F)cc3)n2n1)N1CCOCC1
0	Cc1cccc(NC(=O)c2cc3ccccc3oc2=O)c1C
2	Cc1ccc(S(=O)(=O)c2ccc(Cl)cc2)cc1S(=O)(=O)N1CCCC1
-6	CC(C)c1ccc(C(=O)CC2(O)C(=O)N(C)c3ccccc32)cc1 (stereo not drawn)
8	CCC(=O)N1CCc2cc(S(=O)(=O)N(C)CCC#N)ccc21
0	COc1cc2c(cc1OC)C(c1ccccc1)N(C(=O)S(C)(=O)=O)CC2 (stereo not drawn)
-4	CCn1c(N)c(C(=O)Nc2ccccc2C(=O)OC)sc1=S
-16	Cc1c(C(=O)Oc2ccc(C#N)cc2)sc2ncn(C)c(=O)c12
-15	Cc1cc(=O)[nH]c(SCC(=O)N2CCCc3ccccc32)n1
-7	Cc1ccc(S(=O)(=O)NCc2ccc(C(=O)NC3CCCC(C)C3C)cc2)cc1 (stereo not drawn)
-4	COc1ccc(Nc2nc(Cc3ccccc3)nc3sc(C)c(C)c23)c(OC)c1
1	COc1ccccc1NC(=O)CSC1=NC(=O)C(Cc2ccccc2)C(=O)N1 (stereo not drawn)
-1	CCC(C)NC(=O)C1c2ccccc2C(=O)N1Cc1ccc(OC)cc1 (stereo not drawn)
3	COc1ccc(-c2nc(-c3ccc(F)cc3)[nH]c2-c2ccc(OC)cc2)cc1
1	Fc1ccc(COc2ccc(/C=N/n3cnnc3)cc2)cc1
-1	O=C(Nc1nnc(-c2ccco2)s1)C1CC1
-1	CN1C(=O)c2ccccc2C(C(=O)N2CCN(c3ccccc3)CC2)C1c1cccs1 (stereo not drawn)
-7	Cc1cc(NCc2ccco2)nc2ccccc12
-13	Cc1ccc(S(=O)(=O)N(CC(=O)N2CCN(c3ccccc3F)CC2)Cc2ccc(Cl)cc2)cc1
-3	CC1N=C2c3ccccc3N=C(SCC(=O)c3ccc(F)cc3)N2C1=O (stereo not drawn)
2	Cn1cc(C(=O)NCc2ccco2)c2ccccc2c1=O
-3	CCCCc1ccc(-c2cc(O)cc3sc(=O)oc23)cc1
8	COCc1nc2ccccc2n1CCOc1cccc2ccccc12
-5&0	COc1ccccc1-c1cc(C(=O)N2CCN(c3ccccc3OC)CC2)no1
0	Cc1cn2c(-c3ccc(Cl)cc3)nnc2s1
-2	Cc1ccc(NC(=O)c2nc[nH]c2C(=O)N2CCCCC2)c(C(=O)c2ccccc2)c1
-5&6	COc1ccc(C2C(C(=O)N3CCOCC3)=C(C)NC3=C2C(=O)CC(C)(C)C3)c(OC)c1 (stereo not drawn)
-16	O=C(Nc1cccc(NC(=O)c2cccc([N+](=O)[O-])c2)n1)c1cccc([N+](=O)[O-])c1
-6	Cn1c2c(c3cc(C4CCCCC4)ccc31)CCCCC2=O
-7&-3	COc1cccc(C2NC(=O)NC(C)=C2C(=O)Nc2cc(OC)ccc2OC)c1 (stereo not drawn)
0	CCCCCOC(=O)c1cccc(N2C(=O)C3C4CCC(C4)C3C2=O)c1 (stereo not drawn)
-4	Cc1noc(C)c1CSc1nc2ccccc2c(=O)n1-c1ccccc1
-1	O=C(NC1CCCC1)c1ccc(CS(=O)(=O)c2ccccc2)o1
5	FC(F)Oc1ccccc1C1C=C(c2ccc(Cl)cc2)Nc2ncnn21 (stereo not drawn)
18	CCSc1nnc2c(n1)OC(c1ccc(CC)cc1)Nc1ccccc1-2 (stereo not drawn)
1	Cc1ccccc1N=c1oc2ccc([N+](=O)[O-])cc2cc1C(N)=O
-16	Cc1ccccc1NS(=O)(=O)c1ccc2[nH]cc(C(=O)NCCC(C)C)c(=O)c2c1
-5	CCOC(=O)c1cc(S(=O)(=O)N2CCN(C(=O)OCC)CC2)cn1C
4	CC(=O)Cc1nsc(Nc2cccc(Cl)c2C)n1
-36	O=S(=O)(Nc1ncccn1)c1ccc(-n2cccc2)cc1
-4	COc1ccc(-n2c3c(c(=O)[nH]c2=O)C(C(F)(F)F)(C(F)(F)F)N=C(C)N3)cc1
-5	CCN(CC)C(=O)Oc1ccc2c(=O)c(-c3ccc(OC)cc3)c(C)oc2c1
2	CCOC(=O)N1CCN(C(=O)CCS(=O)(=O)c2ccc(Br)s2)CC1
6	O=C1C2C3C=CC(C3=C3CCCC3)C2C(=O)N1c1cccc([N+](=O)[O-])c1 (stereo not drawn)

(listing goes on)
14-3-3 PPI	SMILES
1	CCC1Oc2ccc(Cl)cc2N(C(C)C(=O)NC2CCCC(C)C2C)C1=O (stereo not drawn)
-7	CN(C)CCCNCC(O)Cn1c2ccc(Cl)cc2c2cc(Cl)ccc21 (stereo not drawn)
-5	CC(C)(C)n1ncc2c(=O)n(CC(=O)NCc3ccccc3Cl)cnc21
0	CN(C)CCCN(C)Cc1cc2ccccc2o1
-63	CCc1ccccc1NC(=O)C1CCCN(S(=O)(=O)c2cccc3nonc23)C1 (stereo not drawn)
-8	CC(=O)c1nnn(-c2nonc2C)c1C
-2	CC1(C)Cc2c(sc3nc(SCC(=O)c4ccc([N+](=O)[O-])cc4)[nH]c(=O)c23)CO1
-5	CCN(CC)C(=O)N1CCN(c2ccc(Nc3ccnc4cc5ccccc5cc34)cc2)CC1
6	O=C(c1ccc(F)cc1)N1c2ccccc2CCc2ccccc21
1	CC1(C)CC(=O)c2sc(N3CCCCC3)nc2C1
1	CC1(C(=O)O)NC(c2ccccc2O)C2C(=O)N(c3ccccc3)C(=O)C21 (stereo not drawn)
1	COC(=O)C1C(=O)C2=C(CC1C)NC(C)=C(C(=O)OC1CCCC1)C2c1ccc(OC)c(O)c1 (stereo not drawn)
4	O=C(O)CCC(=O)N1c2ccccc2NC2=C(C(=O)CC(c3ccccc3)C2)C1c1ccc(Cl)cc1 (stereo not drawn)
-2	C#CCN1C(=O)C(O)(CC(=O)c2ccc(OC)c(OC)c2)c2cc(Br)ccc21 (stereo not drawn)
7	O=C(NCc1ccco1)c1ccc(Cl)c(S(=O)(=O)N2CCOCC2)c1
-9	O=C(Nc1c(-c2ccccc2)nc2ccccn12)c1cccc(C(F)(F)F)c1
5&-22	CCCCOc1cc(=O)[nH]c(=O)[nH]1
3	CC1CCN(C(=O)c2cc(-c3ccccc3O)on2)CC1
3	CCOc1ccc(NC(=O)C(=O)NCc2ccccn2)cc1
-13	COc1cccc(C(=O)Nc2ccc(Cl)cn2)c1
-3	C=CCSc1nnc2nc(C)cc(C)n12
-2	O=C(CN(c1cc(C(F)(F)F)ccc1Cl)S(=O)(=O)c1ccccc1)NC1CCCCC1
-47	CCCCn1c(SCC(=O)NCc2ccco2)nc2c(sc3ccccc32)c1=O
3	COc1cccc(OC)c1OCC(C)CNCC1CCCO1 (stereo not drawn)
-3	CCOC(=O)c1[nH]c2ccc(C)cc2c1NC(=O)CN1CCCCC1
-9	CSc1ccccc1NC(=O)CSc1nc2ccc(C)cc2[nH]1
-6	Cc1ccccc1CN1C(=O)c2ccccc2Sc2ccc(C(=O)NCc3cccnc3)cc21
1	C=CCOC(=O)C1=C(C)Nc2nnnn2C1c1ccc(Br)cc1 (stereo not drawn)
-7	Cc1ccc(S(=O)(=O)Nc2cc(C(=O)NCc3ccccc3Cl)ccc2N2CCCCC2)cc1
-2	COc1cccc(C2C(N3C(=O)c4ccccc4C3=O)C(=O)N2c2cccc(C)c2)c1 (stereo not drawn)
-31	O=C(Oc1ccc2cc(-c3nc4ccccc4s3)c(=O)oc2c1)c1ccco1
2	COCc1nnc(NC(=O)CS(=O)(=O)Cc2ccccc2)s1
1	CSc1ccccc1NC(=O)c1ccccc1N(C)S(C)(=O)=O
-16	Cn1c(SCC(=O)N2CCc3ccccc32)nc2cccnc21
1	CCc1ccc(NC(=O)c2ccc(N(CC)CC)c([N+](=O)[O-])c2)cc1
-66	CCCCNC(=O)c1ccc2c(=O)n(Cc3ccco3)c(=S)[nH]c2c1

Screening results: PubChem BioAssay, Emory University Molecular Libraries Screening Center
